HIV peptide binding: cell-free HIV fusion peptide-binding blockers – biochemical, uHTS, fluorescence dequenching, primary screen (AID 1986); cell-free peptide binding, fluorescence dequenching, 30 min; higher % means a stronger effect; 0.3% of 290,000 active; inhibition, % at 20 µM, or IC50 in µM where a hit was titrated; in the data active = inhibition mostly above about 52%, no sharp cut-off; inactive = mostly below about 76%; note: some results filed as inactive read as strong as hits
SV40 large T antigen: TAg ATPase/helicase activity blockers – biochemical (AID 1903); 0.39% of 310,000 active; inhibition, % at 20 µM; hits with a dose series show IC50 in µM; SV40 large T antigen ATPase/helicase inhibition assay; higher % means a stronger effect; in the data active = a potency from the dose series; inconclusive = inhibition mostly from about 32% at the one dose, without a potency; inactive = the rest, 99 in 100 with inhibition below about 32%; note: strong numbers were not always called active
RSV antiviral HEp-2: RSV antiviral activity via CPE protection, HEp-2 cells, primary 10 µM value included (AID 2391); CPE inhibition, % at 10 µM; hits with a dose series show IC50 in µM; HEp-2 cells, RSV-induced CPE inhibition; higher % means a stronger effect; 0.13% of 310,000 active; in the data active = a potency from the dose series; inconclusive = CPE inhibition mostly from about 23% at the one dose, without a potency; inactive = the rest, 99 in 100 with CPE inhibition below about 21%; note: strong numbers were not always called active
NS5 inhibitors: flavivirus cap methylation enzyme inhibition – biochemical, confirmation dose response, primary screen (AID 588689); Dengue-2 NS5 methyltransferase capping enzyme assay, biochemical; higher % means a stronger effect; inhibition, % at 25 µM, or IC50 in µM where a hit was titrated; 0.3% of 340,000 active; in the data active = a potency from the dose series; inconclusive = inhibition above about 29% without an active follow-up result
K1F lysis inhibition: protection from phage-mediated lysis, alamar blue read-out – E. coli UTI89, K1F phage, bacterial capsule biogenesis inhibitors (AID 488966); E. coli UTI89 K1F phage lysis, alamar blue, 2 h; higher % means a stronger effect; one-dose inhibition, % at 100 µM; IC50 in µM for titrated hits; 0.02% of 340,000 active;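 active = phage lysis inhibition, versus mean bacterial control, above a set limit; inconclusive = no clear call, values can overlap the other calls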;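 note: capsule biogenesis inhibitors block K1F phage lysis so surviving cells raise fluorescence; higher fluorescence means more inhibition of phage lysis; actives were called in the ten point dose series up to 300 µM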
GPR35 arrestin U2OS: inhibition of zaprinast-stimulated GPR35 beta-arrestin translocation – imaging, U2OS, beta-arrestin-GFP, zaprinast agonist, primary screen (AID 2058) | U2OS GPR35 beta-arrestin-GFP translocation imaging, zaprinast antagonism; higher % means a stronger effect | inhibition, % at 10 µM; hits with a dose series show IC50 in µM | 0.052% of 290,000 active;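 active = inhibition of at least 50% with at least 30 cells and total cytoplasm GFP at most 10,000,000; inconclusive = under 30 cells or total GFP of 10,000,000 plus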
MgcRacGAP inhibition: MgcRacGAP GTPase-activating activity inhibitors, confirmation, biochemical, ADP Hunter fluorescence | MgcRacGAP-stimulated Rac1 GTP hydrolysis, ADP Hunter fluorescence; higher % means a stronger effect; GST-tagged Rac1 F28L mutant substrate | inhibition, % at 30 µM, or IC50 in µM where a hit was titrated | 0.6% of 340,000 active;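 active = first-screen hits whose inhibition reached a set limit at any dose in the follow-up dose series; inconclusive = inhibition above the set first-screen limit but never retested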;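 note: fluorescence reports GDP produced by GAP-driven GTP hydrolysis; strong numbers were not always called active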
GPR55 antagonists: inhibition of LPI-stimulated GPR55 beta-arrestin translocation – imaging, U2OS, beta-arrestin-GFP, LPI agonist, primary screen (AID 2013) | one-dose inhibition, % at 10 µM; IC50 in µM for titrated hits | 0.13% of 290,000 active | U2OS GPR55 beta-arrestin-GFP translocation imaging, LPI antagonism; higher % means a stronger effect;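 active = spots per cell inhibited over 60%, with over 100 cells counted and total cytoplasm intensity under 500,000; inconclusive = wells with under 100 cells, flagged as likely toxic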;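 note: U2OS cells stably carrying GPR55 and arrestin-GFP stimulated by 5 µM LPI near EC80; imaged beta-arrestin-GFP aggregate spots per cell after agonist stimulation; plate controls were LPI-stimulated DMSO wells for no effect and DMSO wells without LPI for full effect; some results filed as inactive read as strong as hits; confirmed hits need IC50 under 10 µM and bright autofluorescent wells are also inconclusive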
PhoP inhibition: PhoP-dependent GFP reporter repression – Salmonella Typhimurium, primary screen (AID 1863); S. Typhimurium PhoP-regulated promoter GFP reporter, 4 h; higher % means a stronger effect; inhibition, % at 50 µM, or IC50 in µM where a hit was titrated; 0.16% of 300,000 active;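 active = inhibition over 29.93%, a cutoff 3 SD above the screen mean, later confirmed by dose response; inconclusive = inhibition over 29.93% but no dose response follow-up; inactive = inhibition at most 29.93% or unconfirmed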;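 note: 0% = low Mg2+ inducing control and 100% = high Mg2+ repressing control; strong numbers were not always called active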
NS5 inhibitors pilot replicate: further read-out of NS5 inhibitors, marked with its call; inhibition, %; measured here: pilot screen replicate inhibition
Active calls of the source: *; i = inactive; ? = inconclusive; / = not tested or not shown; [ ] = another dose, or the depositor's remark.

SMILES	HIV peptide binding	SV40 large T antigen	RSV antiviral HEp-2	NS5 inhibitors	K1F lysis inhibition	GPR35 arrestin U2OS	MgcRacGAP inhibition	GPR55 antagonists	PhoP inhibition	others
COc1ccc(S(=O)(=O)NCc2cc(=O)n(C)c(=O)n2C)cc1C	1.5%	11%	3.4%	-2%	0.3%	-8%	12%	-9%	-3%
O=C(CSc1nc2c(c(=O)[nH]1)CCC2)Nc1cccc(F)c1	1.7%	9%	5.0%	-3%	0.2%	-4%	7%	7%	-4%
Cc1ccc(NC(=O)C(c2ccccc2)N2CCN(C(=O)c3ccco3)CC2)cc1Cl (configuration not stated)	/	/	1.4%	-9%	-0.4%[50 µM]	/	5%	/	/
CS(=O)(=O)/C(C#N)=C/c1cccn1S(=O)(=O)c1ccccc1	-1.0%	7%	-0.5%	-8%	0.1%	13%	/	8%	14%
Cc1cccc(N2CCN(S(=O)(=O)c3ccc(S(=O)(=O)N4CCCC4)cc3)CC2)c1C	-0.3%	0%	2.6%	4%	0.1%	9%	7%	6%	0%
COc1cccc(OCC(=O)NNC(=O)c2cccs2)c1	-0.1%	1%	0.9%	2%	-1.3%	8%	10%	-2%	6%
O=C(COC(=O)C1CC(O)CN1C(=O)Oc1ccccc1)c1ccc(Br)cc1 (configuration not stated)	-1.9%	7%	2.1%	-2%	8.4%	-15%	-3%	9%	7%
O=[N+]([O-])c1ccc(S(=O)(=O)CC(CN2CCOCC2)N2CCOCC2)cc1 (configuration not stated)	-0.6%	10%	0.3%	-7%	-0.2%	34%	1%	8%	-5%
COc1ccc(NC(=O)Cn2c(C)cc(=O)c3cccc(OC)c32)cc1	-0.7%	/	0.9%	3%	0.3%	-6%	8%	3%	/
CC(C)CNc1cc(Cl)c(S(=O)(=O)NCC(C)C)cc1C(=O)O	6.0%	4%	0.7%	6%	-0.1%	3%	12%	-8%	-8%
C[C@@H]1C[C@@H]2OC(=O)[C@]3(C)[C@H]2[C@@H](OC3(C)O)[C@]2(C)C(=O)C=C[C@H]12 (some centres not stated)	0.9%	24%	3.4%	-1%	-0.1%	6%	10%	6%	1%
CN1/C(=C\C(=O)CSc2nnc(N)s2)C(C)(C)c2ccccc21	3.9%	5%	11%	-4%	0.5%	8%	6%	11%	-1%
O=C(COc1ccccc1F)NC12CC3CC(CC(C3)C1)C2	-1.5%	12%	14%	3%	0.2%	-4%	9%	-11%	-3%
COc1ccc(CN(Cc2cccnc2)S(=O)(=O)c2ccc(-n3cnnn3)c(OC)c2)cc1	1.6%	5%	1.6%	7%	0.1%	-9%	8%	2%	1%
Cc1cccc(C(=O)OC(C)C(=O)N2CCc3ccccc3C2)c1C (configuration not stated)	/	/	-0.1%	-13%	0.9%[50 µM]	/	1%	/	/
S=c1[nH]nc(-c2cccs2)n1/N=C/c1cn(-c2ccccc2)nc1-c1cccs1	12%	5%	9.5%	/	/	-17%	/	7%	-6%
COc1ccc(C(=O)Nc2ccccc2-c2nnn(CC(=O)N3CCOCC3)n2)cc1	-0.8%	7%	1.1%	-2%	0.1%	-3%	-1%	12%	6%
CN(C)c1ccc(S(=O)(=O)N2CCCCC2)cc1NC(=O)CCNC(=O)c1ccco1	/	/	0.5%	-2%	0.3%[50 µM]	/	6%	/	/
Cc1nc2nc(SCc3ccccc3)[nH]n2c(=O)c1C	-1.9%	0%	1.4%	-1%	0.4%[50 µM]	0%	5%	-8%	6%
COc1cccc(NC(=O)c2oc3ccccc3c2NC(=O)C(C)(C)C)c1	-0.1%	16%	5.0%	-3%	4.6%	-1%	4%	4%	-1%
Cc1ccc(Sc2ncccc2C(=O)NCC(c2ccc(F)cc2)N2CCOCC2)c(C)c1 (configuration not stated)	/	19%	0.4%	-12%	-0.1%[50 µM]	/	-4%	/	-3%
COc1ccc(NC(=O)N2c3ccc(OC)cc3C(C)=CC2(C)C)cc1	25%	8%	0.9%	15%	-0.3%	2%	11%	-3%	6%
Cc1ccc(NC(=O)CCn2cccc2)cc1Cl	8.6%	0%	3.6%	-3%	0.3%	16%	10%	4%	6%
O=C(Nc1cccs1)Nc1c(F)cc(F)cc1Br	6.8%	8%	1.3%	-22%	3.8%[50 µM]	-8%	3%	-16%	-11%
Cn1c(=O)c2cc(S(=O)(=O)NCCC(=O)NC3CCCCCCC3)ccc2n(C)c1=O	71%*	1%	1.3%	-3%	6.9%	2%	0%	11%	-1%
Cc1nn(-c2ccccc2)c(C)c1/C=N/NC(=O)c1cc(-c2ccccc2)n[nH]1	-0.2%	21%	9.2%	-5%	0.0%	-13%	2%	-42%	6%
CCOc1ccc(NC(=S)NC(=O)/C=C/c2ccco2)cc1	1.3%	20%	0.9%	-21%	0.6%	2%	14%	-10%	4%
CCOC(=O)C1=C(C)N=c2s/c(=C\c3ccc(OCC(=O)O)cc3)c(=O)n2C1c1ccccc1OC (configuration not stated)	35%	10%	2.4%	-8%	-0.2%	-2%	12%	-9%	-1%
Clc1c(Cl)c(Cl)c2n[nH]nc2c1Cl	24%	4%	17%	0%	-0.9%	4%	15%	1%	-6%
COc1ccccc1NC(=O)N(Cc1ccco1)Cc1cc2cccc(C)c2[nH]c1=O	0.6%	2%	5.5%	7%	0.1%	-2%	11%	7%	-5%
O=C(Cn1nc(-c2ccco2)ccc1=O)Nc1ccc(Cl)c(Cl)c1	3.2%	6%	2.6%	-4%	0.0%	14%	5%	-2%	1%
Cc1cccc(NC2=NC3(CCCCC3)N=C(N)N2)c1C	0.7%	2%	0.2%	1%	-0.3%	0%	-10%	-12%	-7%
COc1ccccc1Nc1nc(N)nc(CN2CCC(Cc3ccccc3)CC2)n1	-1.8%	-4%	-0.1%	-11%	1.3%	-2%	2%	16%	23%
CC(C)CCN1CCN(CC#Cc2ccccc2)CC1CCO (configuration not stated)	-1.0%	13%	-0.2%	/	5.0%	-7%	3%	12%	-5%
Cc1nc(-c2cc(-c3nc(-c4cc(C(F)(F)F)cc(C(F)(F)F)c4)no3)no2)cs1	-1.0%	6%	1.4%	/	/	19%	/	4%	-9%
CCC(C)NCC(=O)Nc1ccc(-c2nc3cc(NC(=O)CNC(C)CC)ccc3o2)cc1 (configuration not stated)	-0.4%	7%	1.3%	-5%	2.1%	-5%	29%	25%	5%
Cc1ccc(NC(=O)c2cccc(C(=O)Nc3ccc(C)cc3C(=O)O)c2)c(C(=O)O)c1	44%	10%	2.9%	22µM*	0.1%	-6%	24%	14%	-4%
Cc1ccc(NC(=O)c2ccc(NCCN)c([N+](=O)[O-])c2)cc1Cl	-3.8%	4%	98%	-10%	i	-8%	7%	19%	-24%
CCN1CCC(N2CCN(c3ccc(F)cc3)CC2)CC1	-0.7%	4%	-0.7%	-3%	0.3%	-10%	8%	-3%	8%	NS5 inhibitors pilot replicate=2.7
O=C(Nc1cccc(C(=O)O)c1)/C(=C\c1ccccc1)NC(=O)c1cccc2ccccc12	4.6%	5%	0.9%	-11%	0.6%	8%	5%	-4%	1%
O=C(N/N=C/C1CC=CCC1)c1cc(-c2cccnc2)nc2ccccc12 (configuration not stated)	-2.5%	14%	2.9%	-9%	0.3%	-1%	11%	-5%	-6%
Cc1cc(-c2n[nH]c(=S)n2-c2ccccc2)nn1C	-2.6%	6%	1.6%	-6%	0.8%[50 µM]	3%	-3%	-5%	17%
CC(=O)N1CCOc2ccc(S(=O)(=O)N3CCC(C(=O)NCc4ccc(F)cc4)CC3)cc21	1.1%	5%	-0.5%	-6%	0.2%	-2%	-6%	7%	6%
Cc1[nH]c2ccccc2c1/C=N/NC(=O)CNC(=O)c1ccc2c(c1)OCO2	0.5%	1%	6.3%	2%	0.1%	20%	11%	6%	10%
CNC(=O)/C=C/c1cccc(C(F)(F)F)c1	1.3%	7%	0.3%	-7%	0.0%	-10%	4%	12%	-7%
O=C(Nc1ccc(Cl)c([N+](=O)[O-])c1)c1ccc2c(c1)OCCO2	0.0%	5%	20%	-3%	0.6%	-2%	11%	-4%	-7%
O=C(CNC(=O)c1ccc(F)cc1)N/N=C/c1cc(Br)ccc1OC(=O)/C=C/c1ccco1	-2.5%	8%	18%	2%	0.0%	4%	8%	1%	-5%
O=C(O)C(=O)Cc1c[nH]c2ccccc12	20%	13%	/	0%	1.8%	-3%	9%	-11%	6%
CCOc1ccc(/C=C(\C#N)C(=O)Nc2ccccn2)cc1	-0.4%	4%	2.1%	-4%	5.3%	4%	0%	-4%	1%
O=C1c2ccccc2C(Nc2ccc(Cl)cn2)N1c1ccccn1 (configuration not stated)	-0.3%	3%	-0.6%	6%	1.0%	23%	11%	8%	0%
OCCN(CC#CCC(O)(c1ccccc1)C1CCCC1)CCO (configuration not stated)	-0.7%	7%	0.1%	-9%	0.4%	1%	11%	-7%	/
O=C(OCC(=O)N1CCc2ccccc21)c1ccncc1	/	/	4.4%	-4%	1.1%[50 µM]	/	3%	/	/
COc1ccc(C=NC(CO)C(O)c2ccc([N+](=O)[O-])cc2)cc1 (configuration not stated)	-1.2%	4%	0.1%	/	0.4%	27%	-2%	-8%	7%
CN(C)C(=O)c1ccc(Nc2nnc(-c3ccc(O)cc3)c3ccccc23)cc1	-1.1%	23%	4.1%	-2%	-0.1%	12%	11%	4%	6%
CCc1ccc(OCCCOc2ccc(C=O)cc2)cc1	-1.1%	0%	0.0%	-3%	1.7%	-4%	6%	-6%	9%
CC1(C)CC(NCc2ccc3c(c2)OCO3)CCO1 (configuration not stated)	3.4%	9%	-0.3%	-2%	?	-3%	5%	9%	9%
CCNC(=S)N(CCc1c(C)[nH]c2ccccc12)Cc1cc(OC)c(OC)c(OC)c1	-2.0%	15%	2.7%	1%	-1.4%	-10%	14%	17%	7%
